PI4K2A block: inhibitors of human PI4K2A | purified PI4K2A, ADP-Glo luminescence, 1 h; active compounds read low | AID 1346378 | actives 0.13% (n = 420,000) | Q9BTU6 | activity change, negative = inhibition, % at 76.9 µM; in the data active = activity change below about -50%; inconclusive = mostly about -30% to -49%;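 also: -100% = wells without enzyme as full effect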
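In this quantitative HTS, ADP production by PI4K2A was quantified luminescently after 1 h at ambient temperature; 100 microM adenosine served as plate-quality control.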
G9a block: G9a (human) methyltransferase inhibition. Q96KQ7. G9a H3K9 monomethylation, AlphaScreen, 2 h. actives 8.8% (n = 350,000). AID 504332. Potency, µM (series often up to 102 µM), inactives show at the top dose activity, negative = inhibition, most hits filed as inhibitors; also: potency is read from the fitted curve at half-maximal effect; % is scaled to controls: 0 for no effect and ±100 for the full control effect; nearly all actives have a fitted effect of over 75% in size
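Signal arises when biotinylated H3K9 peptide, once monomethylated, bridges streptavidin donor and antibody-captured acceptor beads. Enzyme at 20 nM was preincubated 15 min with test compounds; peptide 500 nM and SAM 20 uM then reacted for 2 h.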
GLS inhibitor: glutaminase GLS (human) inhibition. GLS enzymatic activity, qHTS titration. Potency, µM (highest dose often 45.5 µM), for the others: top-dose activity change, negative = inhibition, actives largely listed as inhibitors. actives 0.21% (n = 410,000). AID 624170; also: potency is read from the fitted curve at half-maximal effect; % is scaled to controls: 0 for no effect and ±100 for the full control effect
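Coupled fluorescence readout: glutamate oxidase/HRP/Amplex Red detect glutamate formed by hKGA from L-glutamine (1 mM solution added). Buffer 45 mM KH2PO4 pH 8.2, 0.02% Tween-20; reads at t0 and 30 min RT.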
12-LOX inh: blocks human arachidonate 12S-lipoxygenase; P18054; purified 12hLO, xylenol orange hydroperoxide absorbance; Potency, µM (titrated, usually from 108 µM), for the others: at the highest dose activity change, negative = inhibition, most hits filed as inhibitors; actives 1.1% (n = 580,000); AID 1671190; also: potency is read from the fitted curve at half-maximal effect; % is scaled to controls: 0 for no effect and ±100 for the full control effect
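Purified human 12hLO (150 nM final) in 25 mM Hepes, 0.01% Triton X-100, pH 7.0 was preincubated 15 min at room temperature with compound. Then 40 uM arachidonic acid was added, 30 min. Hydroperoxide was read by Fe-XO absorbance ratio 573/405 nm.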
RGS4 inhibitor: human RGS4 inhibition; P49798; Potency, µM (series often up to 114 µM), without a hit: at the highest dose activity change, negative = inhibition, most hits filed as inhibitors; actives 0.039% (n = 390,000); Transcreener GDP fluorescence polarization, RGS4-accelerated GTP hydrolysis; also: potency is read from the fitted curve at half-maximal effect; % is scaled to controls: 0 for no effect and ±100 for the full control effect; nearly all actives have a fitted effect of over 75% in size; some results filed as inactive show a strong effect at the top dose
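MLSMR compounds (23 nl, pin-transferred) preincubated 10 min at room temperature with a 500nM (2x) first reagent, then RGS4 at 900nM (2x) plus Transcreener GDP mix added; fluorescence polarization (620/688 nm) read before and after 90 min at 30 °C.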
JMJD2A Tudor inh: blocks the human JMJD2A Tudor domain; O75164; AlphaScreen JMJD2A-Tudor / H3K4me3 peptide binding; actives 4.4% (n = 390,000); Potency, µM (doses to about 114 µM), for the others: top-dose activity change, negative = inhibition, usual class: inhibitors; also: potency is read from the fitted curve at half-maximal effect; % is scaled to controls: 0 for no effect and ±100 for the full control effect; nearly all actives have a fitted effect of over 50% in size
HP1b chromo inh: HP1-beta chromodomain-methylated histone interaction inhibition; AlphaScreen HP1-beta / biotin-H3K9me3 peptide binding; P83916; actives 0.56% (n = 390,000); Potency, µM (top dose mostly 114 µM), for the others: at the top dose activity change, negative = inhibition, most hits filed as inhibitors; also: potency is read from the fitted curve at half-maximal effect; nearly all actives have a fitted effect of over 70% in size; inactives centre near 23
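AlphaScreen: HP1-beta (50 nM) preformed 30 min with biotin-H3(1-18)K9me3 peptide (50 nM) in PBS pH 7.4, 0.01% Tween-20. Compound added for 30 min at RT, then streptavidin donor/nickel chelate acceptor beads (10 ug/mL) for 30 min.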
BAZ2B inh: inhibitors of human BAZ2B bromodomain; Q9UIF8; AlphaScreen BAZ2B-H3K14Ac peptide displacement; Potency, µM (titrated, usually from 114 µM), for the others: top-dose activity change, negative = inhibition, hits mostly inhibitors; actives 4.4% (n = 360,000); AID 504333; also: potency is read from the fitted curve at half-maximal effect; % is scaled to controls: 0 for no effect and ±100 for the full control effect; nearly all actives have a fitted effect of over 60% in size
Target sequence (Q9UIF8 whole entry, looked up): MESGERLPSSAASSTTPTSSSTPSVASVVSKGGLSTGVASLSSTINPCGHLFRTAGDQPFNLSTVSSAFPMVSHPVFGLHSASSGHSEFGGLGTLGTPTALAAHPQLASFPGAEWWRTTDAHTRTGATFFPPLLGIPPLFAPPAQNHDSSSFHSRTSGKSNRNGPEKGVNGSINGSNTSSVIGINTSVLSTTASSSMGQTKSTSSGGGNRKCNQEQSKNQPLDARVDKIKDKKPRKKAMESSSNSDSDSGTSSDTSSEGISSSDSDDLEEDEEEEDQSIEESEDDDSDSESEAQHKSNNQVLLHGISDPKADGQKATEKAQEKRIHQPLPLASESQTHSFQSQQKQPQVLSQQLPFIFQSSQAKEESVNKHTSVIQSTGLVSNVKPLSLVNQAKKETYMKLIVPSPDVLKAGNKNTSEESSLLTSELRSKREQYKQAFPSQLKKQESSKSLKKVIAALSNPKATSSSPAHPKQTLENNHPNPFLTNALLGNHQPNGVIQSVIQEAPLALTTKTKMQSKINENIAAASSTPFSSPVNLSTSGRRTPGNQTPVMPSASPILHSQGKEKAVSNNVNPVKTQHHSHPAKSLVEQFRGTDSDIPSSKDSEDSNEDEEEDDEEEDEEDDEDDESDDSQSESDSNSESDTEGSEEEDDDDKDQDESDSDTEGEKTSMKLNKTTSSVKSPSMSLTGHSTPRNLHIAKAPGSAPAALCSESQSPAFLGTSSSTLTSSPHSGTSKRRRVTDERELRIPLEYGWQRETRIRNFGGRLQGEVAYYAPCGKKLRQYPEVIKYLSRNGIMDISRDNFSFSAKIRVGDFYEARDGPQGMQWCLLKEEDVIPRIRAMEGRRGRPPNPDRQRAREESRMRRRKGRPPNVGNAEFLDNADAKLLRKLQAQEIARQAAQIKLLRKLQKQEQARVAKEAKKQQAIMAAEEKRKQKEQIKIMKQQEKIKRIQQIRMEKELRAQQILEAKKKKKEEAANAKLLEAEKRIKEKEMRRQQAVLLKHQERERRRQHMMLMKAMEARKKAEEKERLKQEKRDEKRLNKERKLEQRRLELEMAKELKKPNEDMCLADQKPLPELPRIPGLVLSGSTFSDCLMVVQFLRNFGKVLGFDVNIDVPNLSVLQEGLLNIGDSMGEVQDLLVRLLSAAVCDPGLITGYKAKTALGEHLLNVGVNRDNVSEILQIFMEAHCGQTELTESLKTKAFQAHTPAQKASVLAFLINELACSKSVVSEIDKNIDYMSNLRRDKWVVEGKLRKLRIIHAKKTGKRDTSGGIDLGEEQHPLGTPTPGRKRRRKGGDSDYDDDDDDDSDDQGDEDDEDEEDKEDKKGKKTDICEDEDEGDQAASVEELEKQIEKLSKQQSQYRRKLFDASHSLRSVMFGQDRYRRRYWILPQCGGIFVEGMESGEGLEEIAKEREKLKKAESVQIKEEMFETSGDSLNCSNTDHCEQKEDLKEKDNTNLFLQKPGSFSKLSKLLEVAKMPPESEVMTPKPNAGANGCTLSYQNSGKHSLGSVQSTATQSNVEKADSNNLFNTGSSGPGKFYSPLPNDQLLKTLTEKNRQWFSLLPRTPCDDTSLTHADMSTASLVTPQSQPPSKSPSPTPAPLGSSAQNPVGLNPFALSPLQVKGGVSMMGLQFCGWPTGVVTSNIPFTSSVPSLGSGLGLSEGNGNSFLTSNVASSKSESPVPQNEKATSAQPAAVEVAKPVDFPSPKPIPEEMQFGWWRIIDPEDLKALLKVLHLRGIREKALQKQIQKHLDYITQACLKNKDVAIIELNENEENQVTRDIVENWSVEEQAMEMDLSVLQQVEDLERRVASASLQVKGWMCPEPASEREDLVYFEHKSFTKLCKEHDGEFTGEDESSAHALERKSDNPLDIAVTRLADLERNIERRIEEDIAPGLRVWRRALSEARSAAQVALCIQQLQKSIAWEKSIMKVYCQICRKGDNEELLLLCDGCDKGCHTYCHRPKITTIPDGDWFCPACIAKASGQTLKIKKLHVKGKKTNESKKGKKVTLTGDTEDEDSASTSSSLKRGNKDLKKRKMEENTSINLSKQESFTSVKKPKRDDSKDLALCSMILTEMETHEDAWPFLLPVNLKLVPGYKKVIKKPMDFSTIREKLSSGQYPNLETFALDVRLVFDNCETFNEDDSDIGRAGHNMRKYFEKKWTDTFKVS
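Inhibition is scored as reduced AlphaScreen emission. The BAZ2B/b-H3(5-23)K14Ac complex (50 nM each) in PBS pH 7.4, 0.01% Tween-20 meets compound (up to 110 uM) for 30 min at RT before bead addition.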
ERG Ets-DNA blk: inhibitors of human ERG Ets domain-DNA interaction | P11308 | fluorescence polarization, His-ERG Ets domain / labelled DNA | Potency, µM (top dose mostly 76.9 µM), without a hit: at the highest dose FP activity, negative = inhibition, usual class: inhibitors | actives 0.028% (n = 370,000); active = well fitted inhibition curve with a large enough effect in the polarisation, with a control signal flat; inconclusive = small, poorly fitted or top-dose-only effect, or effect the other way, or a change in a side signal; inactive = no such curve, though single readings can be large or run the other way; the % refers to the polarisation;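 also: polarization taken with two DNA probes labelled with fluorescein and Texas red; potency is read from the fitted curve at half-maximal effect; % of control where 0% means no effect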
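His-tagged ERG Ets domain (1 uM in the protein solution; 300mM KCl, 50mM Tris-HCl, 1mM EDTA, 1mM DTT, pH 7.5) received compound, then a probe mix of 5 nM fluorescein-DNA and 100nM Texas-615-DNA. Fluorescence polarization was read for both dyes.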
* marks the source's active call; other numbers are inactive results; & = joins results of further samples; [ ] = dose if it differs, or a comment. Unless noted, calls follow the shape of the dose curve; as a rule, active = well fitted curve in the direction sought with a large enough effect; inconclusive = small, poorly fitted or top-dose-only effect, or another doubt; inactive = no such curve, though single readings can be large; an effect the other way counts as inactive or inconclusive. This is a subset; count on the stated rates, not on these rows.

`CCC(C)(C)NC(=O)C1CCC(CNS(=O)(=O)c2ccc3c(c2)CC(C)N3C(C)=O)CC1` (stereo not drawn) gave PI4K2A block -2, G9a block 5%[59 µM], GLS inhibitor 0%, 12-LOX inh -13%, RGS4 inhibitor 9%, JMJD2A Tudor inh -18%, HP1b chromo inh 15%, BAZ2B inh -18% and ERG Ets-DNA blk -1%.
CCOc1ccc(Cc2nc(N)nc(N)n2)cc1 was read as PI4K2A block 8, G9a block -6%[59 µM], GLS inhibitor 0%, 12-LOX inh 0%, RGS4 inhibitor -6%, JMJD2A Tudor inh -14%, HP1b chromo inh 8%, BAZ2B inh -3% and ERG Ets-DNA blk 0%.
For Cn1c(SCC(=O)N2CCOCC2)nnc1-c1cccc(NC(=O)c2ccccc2F)c1 the results were PI4K2A block 2, G9a block inconclusive, GLS inhibitor 1%, 12-LOX inh inconclusive, RGS4 inhibitor 4%&1%, JMJD2A Tudor inh -5%&-15%, HP1b chromo inh 32%&10%, BAZ2B inh 11% and ERG Ets-DNA blk 2%.
Screening O=C(O)C1CC(=O)N(c2ccc(F)cc2)C1 (stereo not drawn) returned PI4K2A block 0, G9a block -10%[12.7 µM], GLS inhibitor 0%, 12-LOX inh 2%, RGS4 inhibitor inconclusive, JMJD2A Tudor inh 50µM*, HP1b chromo inh inconclusive, BAZ2B inh -1% and ERG Ets-DNA blk -4%.
For COCCN(CCOC)S(=O)(=O)NC[C@H]1O[C@@H](n2cnc3c(N)ncnc32)[C@H](O)[C@@H]1O the results were PI4K2A block -4, GLS inhibitor -3%, 12-LOX inh 10%, RGS4 inhibitor 35%, JMJD2A Tudor inh -2%, HP1b chromo inh 17% and ERG Ets-DNA blk -4%.
`CCc1ccc(C(=O)COC(=O)C(Cc2c[nH]c3ccccc23)NC(=O)c2ccc(Br)cc2)cc1` (stereo not drawn) gave PI4K2A block -4, G9a block 20%[59 µM], GLS inhibitor -6%, 12-LOX inh -18%, RGS4 inhibitor -12%, JMJD2A Tudor inh -26%, HP1b chromo inh 40%[activator], BAZ2B inh 14% and ERG Ets-DNA blk 15%.
CCOC(=O)N1CCN(C(=O)c2oc3ccc(S(=O)(=O)N4CCCCCC4)cc3c2C)CC1 was read as PI4K2A block 7, G9a block inconclusive, GLS inhibitor -7%, 12-LOX inh 14%, RGS4 inhibitor -1%[11.4 µM], JMJD2A Tudor inh -13%[57.1 µM], HP1b chromo inh 1%, BAZ2B inh -1% and ERG Ets-DNA blk 5%.
`COC(=O)CCCCC1SCC2NC(=O)NC21` (stereo not drawn) gave PI4K2A block -16, G9a block -4%, GLS inhibitor 2%, 12-LOX inh -2%, RGS4 inhibitor -19%, JMJD2A Tudor inh -10%, HP1b chromo inh 39%, BAZ2B inh -5% and ERG Ets-DNA blk 17%.
`O=C(COC(=O)C12CC3CC(CC(O)(C3)C1)C2)NCCc1ccc(Cl)cc1` gave PI4K2A block -4, G9a block 5%[59 µM], GLS inhibitor 1%, 12-LOX inh -19%, RGS4 inhibitor 10%, JMJD2A Tudor inh -8%, HP1b chromo inh 45%[activator], BAZ2B inh -9% and ERG Ets-DNA blk 16%.
For CC(Sc1nnnn1C)C(=O)NC1CCCC1 (stereo not drawn) the results were PI4K2A block 6, GLS inhibitor 4%, 12-LOX inh -4%, RGS4 inhibitor -3%, JMJD2A Tudor inh -15%, HP1b chromo inh 15% and ERG Ets-DNA blk 2%.
`COc1ccc(S(=O)(=O)N2CCCC(C(=O)O)C2)cc1Cl` (stereo not drawn) gave PI4K2A block -2, G9a block -1%[59 µM], GLS inhibitor 2%, 12-LOX inh 171%[activator], RGS4 inhibitor -5%, JMJD2A Tudor inh -11%, HP1b chromo inh 37%, BAZ2B inh -16% and ERG Ets-DNA blk 12%.
Screening Cc1cc(C)cc(C(=O)Nc2nnc3n2CCS3)c1 returned PI4K2A block 1, G9a block 8%[59 µM], GLS inhibitor -1%, 12-LOX inh -23%, RGS4 inhibitor -2%, JMJD2A Tudor inh -23%, HP1b chromo inh 20%[57 µM], BAZ2B inh inconclusive and ERG Ets-DNA blk 5%.
For N#Cc1ccccc1Cn1c(=O)n(-c2cccc(C(F)(F)F)c2)c(=O)c2sccc21 the results were PI4K2A block -2, G9a block -2%[59 µM], GLS inhibitor 6%, 12-LOX inh -18%, RGS4 inhibitor -3%, JMJD2A Tudor inh 4%, HP1b chromo inh 45%[activator], BAZ2B inh 2% and ERG Ets-DNA blk -1%.
For COc1ccc([C@@H]2[C@@H]3C(=O)N(C(C)(C)C)C(=O)[C@@H]3[C@]3(Cc4ccc(Cl)cc4)C(=O)N(c4ccc(C)cc4)C(=O)N23)cc1 the results were PI4K2A block 0, G9a block -12%[2.33 µM], GLS inhibitor 4%, 12-LOX inh 8%, RGS4 inhibitor -13%, JMJD2A Tudor inh -17%, HP1b chromo inh 25%, BAZ2B inh 3% and ERG Ets-DNA blk 7%.
For O=C(Cn1cnc2sc3c(c2c1=O)CCCC3)NCC(=O)Nc1c(F)cccc1F the results were PI4K2A block -6, G9a block 38%, GLS inhibitor 3%, 12-LOX inh -1%, RGS4 inhibitor -45%[56.9 µM], JMJD2A Tudor inh inconclusive, HP1b chromo inh 6%, BAZ2B inh -15% and ERG Ets-DNA blk 6%.
Cc1ccc(Cl)cc1N1CCN(C(=O)c2ccc3c(c2)CCN3S(=O)(=O)c2ccccc2)CC1 was read as PI4K2A block 0, G9a block -9%[59 µM], GLS inhibitor 0%, 12-LOX inh -21%, RGS4 inhibitor 8%, JMJD2A Tudor inh -13%, HP1b chromo inh 26%, BAZ2B inh -20% and ERG Ets-DNA blk 4%.
For C[C@@H](N)C(=O)N[C@H]1CCC2C3CC=C4C[C@@H](O)CC[C@]4(C)C3CC[C@@]21C (stereo partly drawn) the results were PI4K2A block 8, GLS inhibitor -5%, 12-LOX inh -8%, RGS4 inhibitor 0%, JMJD2A Tudor inh -3%, HP1b chromo inh 35% and ERG Ets-DNA blk 10%.
`CC1CCN(S(=O)(=O)c2ccc3c(c2)N(CC(=O)N2CCN(c4ccc(Cl)cc4)CC2)C(=O)CO3)CC1` gave PI4K2A block -3, G9a block 1%[59 µM], GLS inhibitor 9%, 12-LOX inh -7%, RGS4 inhibitor 11%, JMJD2A Tudor inh -14%, HP1b chromo inh 40%, BAZ2B inh -17% and ERG Ets-DNA blk 0%.
For O=C(CSc1nncc(=O)[nH]1)NC1CCCCC1 the results were PI4K2A block 3, G9a block 21%[59 µM], GLS inhibitor -2%, 12-LOX inh -22%, RGS4 inhibitor -29%, JMJD2A Tudor inh -23%, HP1b chromo inh 16%, BAZ2B inh 3% and ERG Ets-DNA blk 6%.
Cc1ccc(-c2c(C(=O)N3CCN(c4cccc(C)c4C)CC3)oc(=O)c3ccccc23)cc1 was read as PI4K2A block -8, G9a block inconclusive, GLS inhibitor 1%, 12-LOX inh -32%, RGS4 inhibitor 0%, JMJD2A Tudor inh inconclusive, HP1b chromo inh 9% and ERG Ets-DNA blk 3%.
Screening CC(=O)Cc1nsc(NC(=O)C2Cc3ccccc3C(=O)O2)n1 (stereo not drawn) returned PI4K2A block 2, G9a block 56µM*, GLS inhibitor 1%, 12-LOX inh 3%, RGS4 inhibitor 4%, JMJD2A Tudor inh -27%, HP1b chromo inh 12%, BAZ2B inh -10% and ERG Ets-DNA blk -7%.
`Cc1ccc(NC(=S)NC(=O)c2ccc(F)cc2)cc1S(=O)(=O)Nc1ccccc1Cl` gave PI4K2A block 3, G9a block -3%[59 µM], GLS inhibitor 6%, 12-LOX inh 5µM*, RGS4 inhibitor -5%, JMJD2A Tudor inh -20%, HP1b chromo inh -7%, BAZ2B inh -30% and ERG Ets-DNA blk 15%.
`O=C(CSc1nnnn1C1CCCCC1)N1CCCC1` gave PI4K2A block 0, G9a block -3%, GLS inhibitor 12%, 12-LOX inh 7%[57.4 µM], RGS4 inhibitor 21%, JMJD2A Tudor inh -5%, HP1b chromo inh 9% and BAZ2B inh 13%.
`CCCCN(CCCNC(=O)C1CCN(C(=O)c2cc3sccc3n2C)CC1)Cc1ccccc1` gave PI4K2A block -2, G9a block -5%[59 µM], GLS inhibitor -1%, 12-LOX inh 0%, RGS4 inhibitor -4%[11.4 µM], JMJD2A Tudor inh -32%, HP1b chromo inh 2%, BAZ2B inh 0% and ERG Ets-DNA blk 6%.
For Cc1ccc(NC(=O)Cn2cnc3sc(C)c(S(=O)(=O)N4CCN(c5ncccn5)CC4)c3c2=O)cc1F the results were PI4K2A block -3, G9a block 10%[59 µM], GLS inhibitor -20%, 12-LOX inh -25%, RGS4 inhibitor -6%, JMJD2A Tudor inh -2%, HP1b chromo inh 33%, BAZ2B inh 5% and ERG Ets-DNA blk 2%.
For COc1ccc(NC(=O)CSCC(=O)Nc2ccc(S(=O)(=O)N3CCCC3)cc2)cc1 the results were PI4K2A block 2, G9a block 0%, GLS inhibitor -2%, 12-LOX inh inconclusive, RGS4 inhibitor -34%, JMJD2A Tudor inh -11%, HP1b chromo inh 18%, BAZ2B inh -13% and ERG Ets-DNA blk 24%.

Compound activity as filed in PubChem.
